Assay outcomes as filed in PubChem BioAssay.
SENP7 inh: inhibitors of human SENP7 protease | hit rate 1.5% among 330,000 | inhibition, % at 5 µM | recombinant SENP7, Z-RLRGG-aminoluciferin luminescence, 40 min | AID 434973;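 active = inhibition above about 50% at the single test dose, limit read from the data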;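 note: plate controls were DMSO with enzyme for no effect and no enzyme buffer wells for full effect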
Apaf-1 inh: inhibitors of human Apaf-1 apoptosome. hit rate 0.71% among 330,000. O14727. AID 489030. reconstituted apoptosome caspase-3 activity, DEVD-Rh110 fluorescence. inhibition, % at 20 µM; active = inhibition of at least 40% at 20 µM;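 note: plate controls were DMSO wells for no effect and DEVD-CHO caspase inhibitor wells for full effect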
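Material: biochemical Apaf-1 apoptosome reconstitution. Medium: Hepes buffer, pH 7.5. Also added: cytochrome c activation, bis-DEVD rhodamine 110 substrate. Timing: 30 min compound preincubation, 50 min activation, room temperature. Measured by: rhodamine 110 fluorescence at Ex 480/Em 540 nm.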
PfGluPho inh: PfG6PD (Plasmodium falciparum) enzyme inhibition | PfGluPho enzyme, NADPH resazurin-diaphorase fluorescence | inhibition, % at 20 µM | hit rate 0.78% among 350,000;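 active = inhibition reaching at least a set limit at 20 µM in the primary screen, cut at about 59% in these data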;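 note: 0% = DMSO wells with substrate and 100% = DMSO wells lacking glucose-6-phosphate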
SENP8 block-1: SENP8 (human) protease inhibition | Q96LD8 | recombinant SENP8, Nedd8 substrate fluorescence | inhibition, % at 20 µM | hit rate 0.64% among 360,000 | AID 602440; in the data active = inhibition mostly above about 40%, no sharp cut-off; inactive = mostly below about 27%
Target sequence (Q96LD8 whole entry, looked up): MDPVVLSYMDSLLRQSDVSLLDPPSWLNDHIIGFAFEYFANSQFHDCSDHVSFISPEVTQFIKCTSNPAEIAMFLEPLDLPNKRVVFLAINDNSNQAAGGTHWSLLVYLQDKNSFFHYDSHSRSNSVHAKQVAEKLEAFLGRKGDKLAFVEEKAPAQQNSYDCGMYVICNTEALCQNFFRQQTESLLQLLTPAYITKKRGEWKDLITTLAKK
SENP8 block-2: blocks the human protease SENP8 | AID 2540 | hit rate 1.2% among 330,000 | inhibition, % at 10 µM | purified SENP8, Z-RLRGG-aminoluciferin cleavage, luminescence; in the data active = inhibition above about 50%
SENP1 inh: SENP1 (human) catalytic domain inhibition. recombinant SENP1 catalytic domain, CyPet-SUMO1-YPet FRET cleavage. AID 624204. hit rate 0.21% among 360,000. inhibition, % at 10 µM;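 active = inhibition at least 30% at 10 µM, raw YFP signal under a set limit, fluorescence ratio 0.5 to 1.5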;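 note: 0% = enzyme with DMSO and 100% = no enzyme wells; some results filed as inactive read as strong as hits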
Target sequence (Q9P0U3 419-644 limits assumed): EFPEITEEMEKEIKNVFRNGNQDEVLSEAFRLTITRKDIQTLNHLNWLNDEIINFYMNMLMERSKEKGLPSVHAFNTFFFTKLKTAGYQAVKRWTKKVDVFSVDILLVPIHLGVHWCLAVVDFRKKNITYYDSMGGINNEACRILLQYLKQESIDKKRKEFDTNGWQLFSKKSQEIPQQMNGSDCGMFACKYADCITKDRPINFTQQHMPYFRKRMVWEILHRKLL
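Material – human SENP1 catalytic domain · Input – SENP1 enzyme, 20 pM final · Compound dosing – single concentration of 10 µM compound, 0.5% DMSO final · Timing – enzyme reaction for 50 min at room temperature, dark · Measured by – FRET fluorescence in CFP and YFP emission channels · Control set – no-enzyme wells low, DMSO-plus-enzyme wells high control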
NLRP3 yeast inh: blocks the NALP3 inflammasome reconstituted in yeast. Yeast reconstituted NLRP3/ASC/caspase-1, beta-gal luminescence, 24 h. inhibition, % at 10 µM. hit rate 0.39% among 330,000. AID 2825;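 active = inhibition of 50% or more; inactive = inhibition below 50%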;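 note: plate controls were induced DMSO wells for no effect and uninduced yeast grown without galactose for full effect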
SENP6 inh: SENP6 protease inhibition | Q9GZR1 | Recombinant SENP6 catalytic domain, aminoluciferin luminescence | inhibition, % at 10 µM | hit rate 1.8% among 330,000;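 active = inhibition above about 50% at the single tested dose, limit read from the data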;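 note: plate controls were DMSO wells with enzyme for no effect and DMSO wells lacking enzyme for full effect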
Target sequence (Q9GZR1 628-1112 limits assumed): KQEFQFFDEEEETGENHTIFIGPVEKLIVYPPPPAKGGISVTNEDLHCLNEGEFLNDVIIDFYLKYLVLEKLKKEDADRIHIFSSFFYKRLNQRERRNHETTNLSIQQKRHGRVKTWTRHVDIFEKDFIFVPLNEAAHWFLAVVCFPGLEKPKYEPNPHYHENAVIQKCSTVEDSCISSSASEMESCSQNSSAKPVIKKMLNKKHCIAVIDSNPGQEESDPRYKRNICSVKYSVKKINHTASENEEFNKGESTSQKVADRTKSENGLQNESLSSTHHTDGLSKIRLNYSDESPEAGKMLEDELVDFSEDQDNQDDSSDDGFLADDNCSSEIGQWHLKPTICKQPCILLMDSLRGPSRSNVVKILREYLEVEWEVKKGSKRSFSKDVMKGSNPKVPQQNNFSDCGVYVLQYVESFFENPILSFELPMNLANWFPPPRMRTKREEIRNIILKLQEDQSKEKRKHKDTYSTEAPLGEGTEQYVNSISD
HKDC1 inh: inhibitors of human hexokinase HKDC1; Q2TB90; inhibition, % at 20 µM; recombinant HKDC1, G6PDH/diaphorase resazurin coupled fluorescence; hit rate 0.16% among 340,000;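 active = inhibition above about 35% when tested at 20 µM, limit read from the data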;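 note: plate controls were DMSO wells with enzyme for no effect and DMSO wells lacking enzyme for full effect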
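System: Recombinant HKDC1 hexokinase | Amount: HKDC1 at 5 µg/mL | Reagent: Glucose with 1 mM ATP | Doses: Single 20 µM dose | Incubation: Reaction time 90 min, room temperature, protected from light | Signal: Coupled resazurin fluorescence, excitation 525 nm, emission 613 nm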
Starred values were filed as active, the others as inactive; . = no result given.

canonical_smiles	SENP7 inh	Apaf-1 inh	PfGluPho inh	SENP8 block-1	SENP8 block-2	SENP1 inh	NLRP3 yeast inh	SENP6 inh	HKDC1 inh
Cc1cccc(C(=O)OC(C)C(=O)NCC2CCCCC2)c1O (stereo not drawn)	4	-6	3	-10	8	0	8	-15	-3
S=C(NC1CCCCC1)NN(c1ccccc1)c1ccccc1	-8	27	11	14	-14	3	1	-15	-2
Cc1cc(=O)n2[nH]c(-c3ccc(C(C)(C)C)cc3)cc2n1	-2	-9	-16	-21	2	6	-5	4	-5
COC(=O)c1c(NC(=O)c2cccnc2)sc(C)c1C	-10	16	6	-64	-4	1	1	-13	0
CCN(CC)C(=O)NC1CC2CCCC(C1)N2Cc1ccccc1 (stereo not drawn)	7	1	-9	9	2	-2	-11	3	-4
CCOc1ccc(/C=N/NC(=O)C2CCCC2)c(OCC)c1	0	8	-10	10	-1	-1	4	17	1
CC(C(=O)OCc1nnc(-c2ccccc2)o1)N1C(=O)c2ccccc2C1=O (stereo not drawn)	-2	5	-8	16	2	2	13	-10	2
c1ccc(Cn2nnc3c(NCC4CCCO4)nc(C4CC4)nc32)cc1 (stereo not drawn)	-10	15	16	9	-8	-6	34	-5	-7
COC(=O)c1ccc(NC(=O)CN2CCN(S(=O)(=O)c3ccc(Br)cc3)CC2)cc1	-3	12	-6	-3	-1	4	7	5	10
COC(=O)c1ccc[n+](CCc2c[nH]c3ccccc23)c1	2	-6	15	1	-8	0	5	-9	-6
COCCN1C(=O)N[C@@H](CCc2ccccc2)C(C(C)=O)=C1C	5	-7	-26	.	0	.	-4	5	-3
CC(=O)C(Cc1ccccc1)NC(=O)COC(=O)CCN1C(=O)C2CC=CCC2C1=O (stereo not drawn)	2	4	8	-3	13	1	-2	-8	-3
Cc1ccc(C(=O)NC(=S)Nc2ccccc2N2CCOCC2)cc1C	6	20	2	5	-2	3	25	-5	3
COCCn1c(COc2ccc(C)cc2)nc2ccccc21	11	1	-4	20	-3	3	28	11	-8
NC(=O)NC(=O)COC(=O)c1ccccc1OCc1ccc(F)cc1	-2	-16	-1	19	-1	0	-8	6	-4
COc1cc(C2CC(=O)c3cnc(NC(C)=O)nc3C2)cc(OC)c1OC (stereo not drawn)	3	-4	-32	19	5	2	13	11	-6
C=CCSc1nc2c(c(=O)[nH]1)C(c1ccccc1)C(C#N)=C(N)O2 (stereo not drawn)	-5	-4	3	15	-5	-6	-1	-16	-1
N/C(=N\OC(=O)c1cccc2ccccc12)c1cccnc1	8	7	-12	-238	7	3	0	14	-4
O=C1C(Cc2ccc(O)cc2)NC(=S)N1C1CCCCC1 (stereo not drawn)	-6	-22	7	20	0	-3	-13	-8	-1
COc1ccc(N(CC(=O)NCCSC2CCCCC2)S(=O)(=O)c2ccccc2)cc1OC	11	5	0	5	-5	2	2	0	-7
CCOc1ccc(CN(C)C(=O)CN2C(=O)NC3(CCCc4ccccc43)C2=O)cc1 (stereo not drawn)	-2	14	3	6	-6	-4	-6	-15	-1
CN1CCN(S(=O)(=O)c2ccc(N3CCN(S(=O)(=O)/C=C/c4ccccc4)CC3)nc2)CC1	-10	22	2	13	-2	2	9	-3	-1
O=C(CSc1nc(N2CCCCC2)nc(N2CCCCC2)n1)Nc1nccs1	5	14	6	16	-2	3	12	1	-5
COc1ccccc1C(=O)NCC(=O)OCC(=O)Nc1nnc(-c2ccccc2)o1	-4	-7	14	1	5	1	20	-5	1
CCCCN1C(=O)C(=O)N(CC(=O)Nc2cc(OCC)c(N3CCOCC3)cc2OCC)C1=O	2	-8	-17	16	0	3	1	3	6
O=C(CN1CCCCC1)Nc1nnc(-c2ccccc2)s1	15	-2	3	0	-13	2	27	-5	-5
CCCCn1c(=O)nc2n(-c3ccc(Cl)cc3)c3ccccc3cc-2c1=O	1	-1	5	-360	2	-24	7	7	-10
O=C(Nc1ncccn1)C12CC3CC(CC(C3)C1)C2	5	1	3	18	-3	4	9	-9	0
Cc1oc2c(F)c(F)c(F)c(F)c2c1S(=O)(=O)Nc1cccc(C(F)(F)F)c1	.	.	-14	-3	.	0	.	.	1
CCOC(=O)c1ccc(-n2c(CN(CC)CC)nc3ccc([N+](=O)[O-])cc3c2=O)cc1	2	4	51	19	16	-5	13	33	0
C=CCC1(C)C(=O)N(c2ccccc2)c2ccccc21 (stereo not drawn)	-2	-1	27	19	-1	2	-26	-9	-5
Cc1noc(C)c1COC(=O)CCCc1nc2ccccc2s1	0	-3	-6	8	5	0	7	6	4
COc1ccc(/C(C)=N/NC(=O)c2cc(C)[nH]n2)c(OC)c1	-6	5	-24	-3	-13	1	22	-21	-7
c1ccc(OCc2nc3c4c(ncn3n2)-c2ccccc2CC42CCCC2)cc1	5	16	5	-83	-7	-1	2	-7	-4
N=C1C(c2nc3ccccc3[nH]2)=C(O)CN1NC(=O)COc1cccc(F)c1	2	4	.	.	-13	.	12	-29	.
CC(=O)Nc1ccc(NC(=O)CSc2nnc(COc3ccccc3C)n2CC2CCCO2)cc1 (stereo not drawn)	6	-1	-14	10	7	2	14	3	-2
COC(=O)[C@]1(Cc2ccccc2)N[C@H](CN(C)C(=O)Nc2ccc(C)cc2)[C@@H]2C(=O)N(C)C(=O)[C@@H]21	2	-18	5	-2	7	1	-5	-9	-5
Cc1ccc(NC(=O)CN2C(=O)S/C(=C/c3ccc(-c4cccc(C(=O)O)c4)o3)C2=O)cc1	.	.	-13	-273	.	-29	.	.	29
Cc1ccc(-n2ncc3c(NCc4ccco4)ncnc32)c(C)c1	-12	10	22	7	-14	-2	16	-9	-3
O=C(Nc1nc(-c2cccnc2)cs1)c1ccc(S(=O)(=O)N2CCOCC2)cc1	4	1	-5	-9	7	1	19	-12	-1

Shown with values under each structure: entries from further up
The line under a structure holds: SENP7 inh, Apaf-1 inh, PfGluPho inh, SENP8 block-1, SENP8 block-2, SENP1 inh, NLRP3 yeast inh, SENP6 inh, HKDC1 inh
> COc1ccccc1C(=O)NCC(=O)OCC(=O)Nc1nnc(-c2ccccc2)o1
→ -4, -7, 14, 1, 5, 1, 20, -5, 1
> CCCCN1C(=O)C(=O)N(CC(=O)Nc2cc(OCC)c(N3CCOCC3)cc2OCC)C1=O
→ 2, -8, -17, 16, 0, 3, 1, 3, 6
> O=C(CN1CCCCC1)Nc1nnc(-c2ccccc2)s1
→ 15, -2, 3, 0, -13, 2, 27, -5, -5
> CCCCn1c(=O)nc2n(-c3ccc(Cl)cc3)c3ccccc3cc-2c1=O
→ 1, -1, 5, -360, 2, -24, 7, 7, -10
> O=C(Nc1ncccn1)C12CC3CC(CC(C3)C1)C2
→ 5, 1, 3, 18, -3, 4, 9, -9, 0
> Cc1oc2c(F)c(F)c(F)c(F)c2c1S(=O)(=O)Nc1cccc(C(F)(F)F)c1
→ ., ., -14, -3, ., 0, ., ., 1
> CCOC(=O)c1ccc(-n2c(CN(CC)CC)nc3ccc([N+](=O)[O-])cc3c2=O)cc1
→ 2, 4, 51, 19, 16, -5, 13, 33, 0

Just HKDC1 inh, SENP8 block-2 and PfGluPho inh, for some of the entries so far:
| Structure | HKDC1 inh | SENP8 block-2 | PfGluPho inh |
| --- | --- | --- | --- |
| Cc1ccc(NC(=O)CN2C(=O)S/C(=C/c3ccc(-c4cccc(C(=O)O)c4)o3)C2=O)cc1 | 29 | . | -13 |
| O=C(Nc1nc(-c2cccnc2)cs1)c1ccc(S(=O)(=O)N2CCOCC2)cc1 | -1 | 7 | -5 |

Other entries
canonical_smiles	SENP7 inh	Apaf-1 inh	PfGluPho inh	SENP8 block-1	SENP8 block-2	SENP1 inh	NLRP3 yeast inh	SENP6 inh	HKDC1 inh
Cn1c(=O)cc(NCc2ccccc2)[nH]c1=O	5	-7	-3	20	9	-3	6	-11	-4
Cc1nc(-c2cccc(S(=O)(=O)N3CC(C)OC(C)C3)c2)cs1 (stereo not drawn)	4	-12	-22	14	10	-10	5	7	-3
Fc1ccc(CSc2nnc(-c3cccs3)o2)cc1	5	-8	11	5	-13	0	27	2	-3
COc1ccccc1NC(=O)CN1CCN(S(=O)(=O)c2ccc(Br)cc2)CC1	.	.	3	20	.	3	.	.	-5
Cn1nc(C(=O)NC2CCCc3ccccc32)ccc1=O (stereo not drawn)	-7	9	-15	9	-7	1	2	13	9
Brc1ccc(-c2nnc3n2C2(CCCC2)Cc2ccccc2-3)o1	2	22	-8	26	1	0	33	-6	0
CCCSCCCNC(=O)Cn1nc(CC)n2c(cc3c(OC)cccc32)c1=O	2	3	-2	-275	-2	2	11	10	3
CCC(/C=N/NC(=O)CCCCC(=O)N/N=C/C(CC)CC)CC	6	3	-9	17	-3	1	8	7	0
Cn1c(SCc2c(F)cccc2Cl)nnc1-c1cnccn1	7	0	-6	18	-2	0	24	-8	-5
CCOC(=O)c1[nH]c(C)c(C(=O)N2CCc3c([nH]c4ccccc34)C2c2ccccn2)c1C (stereo not drawn)	3	0	13	4	-3	-10	-7	4	-3
Cc1ccc(S(=O)(=O)N2[C@@H](c3cccc(Cl)c3)C(C(=O)O)=CC[C@H]2c2ccc3c(c2)OCO3)cc1	-2	19	-12	11	-6	2	0	-19	-2
